NadD block = blocks S. aureus nicotinate mononucleotide adenylyltransferase. purified NadD enzyme, colorimetric absorbance read-out. inhibition, % at 20 µM. 0.78% of 360,000 active. AID 602399; in the data active means inhibition above about 26%; further: some compounds past the cut are filed as inactive
SUMO1 PPI mod = alters human SUMO1 binding to SIM partners | inhibition, % at 20 µM | 0.33% of 360,000 active | SUMO1 binding to a labelled peptide, TR-FRET, 1 h | P63165; in the data active means inhibition above about 37%
Target sequence (P63165 whole entry, looked up): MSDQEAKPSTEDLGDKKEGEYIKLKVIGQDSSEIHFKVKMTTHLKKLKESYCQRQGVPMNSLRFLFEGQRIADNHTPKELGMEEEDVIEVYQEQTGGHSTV
DNMT1 inh = inhibitors of human DNMT1. P26358. DNMT1 molecular beacon, Hinp1I cleavage, fluorescence. inhibition (reported as % activation of signal), % at 10 µM. 0.83% of 360,000 active; in the data active means inhibition above about 50%
Rpn11 inh = blocks the human proteasome subunit Rpn11. human 26S proteasome, Ub4-pepOG fluorescence polarization; 20S core pre-blocked with epoxomicin. calls only at 20 µM. 0.59% of 360,000 active. AID 588493;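 active means inhibition at 20 µM, scaled to each plate's controls, above about 33%, limit read from the data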
Target sequence (O00487 whole entry, looked up): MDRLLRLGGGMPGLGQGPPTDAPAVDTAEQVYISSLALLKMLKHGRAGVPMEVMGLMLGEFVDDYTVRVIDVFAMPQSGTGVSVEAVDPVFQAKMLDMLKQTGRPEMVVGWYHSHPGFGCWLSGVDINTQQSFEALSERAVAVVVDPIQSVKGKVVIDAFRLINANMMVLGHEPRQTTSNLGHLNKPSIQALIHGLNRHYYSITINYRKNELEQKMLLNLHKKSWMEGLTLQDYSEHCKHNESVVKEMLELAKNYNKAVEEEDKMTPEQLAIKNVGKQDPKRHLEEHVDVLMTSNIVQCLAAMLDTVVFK
LMPTP block = blocks human LMPTP phosphatase; P24666; recombinant LMPTP-A, OMFP fluorogenic substrate, fluorescence intensity; inhibition, % at 20 µM; 0.22% of 360,000 active; AID 651560;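 active means compounds that cut the enzyme signal by at least half of the control window in the single-dose screen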;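 further: plate controls were DMSO wells with enzyme plus substrate for no effect and substrate without enzyme for full effect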
Target sequence (P24666 whole entry, looked up): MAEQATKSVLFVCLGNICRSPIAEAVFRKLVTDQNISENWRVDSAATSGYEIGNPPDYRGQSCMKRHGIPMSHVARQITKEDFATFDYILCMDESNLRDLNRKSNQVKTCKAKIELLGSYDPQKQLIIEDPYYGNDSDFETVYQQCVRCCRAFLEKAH
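Assay system: LMPTP-A, protein tyrosine phosphatase of low molecular weight / Medium: pH 6.0 Bis-Tris buffer with DTT and Triton X-100 / Schedule: 50 min enzyme reaction at room temperature, protected from light / Measured by: endpoint fluorescence intensity from OMFP dephosphorylation / Read-out basis: % inhibition relative to no-enzyme and uninhibited control wells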
STEP block = blocks human striatal-enriched tyrosine phosphatase; 0.25% of 360,000 active; P54829; recombinant STEP, OMFP fluorogenic substrate, fluorescence; AID 588621; inhibition, % at 20 µM;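 active means inhibition at 20 µM, scaled per plate between control wells, above about 37%, limit read from the data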;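 further: 0% = DMSO with enzyme and substrate and 100% = substrate only without enzyme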
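Measure: Control-normalized % inhibition with plate pattern correction | Test system: STEP phosphatase, cell-free reaction | Medium: pH 6.0 Bis-Tris with DTT and Tween 20 | Technique: Fluorescence, 480/540 nm | Times: Reaction 20 min, ambient temperature | Doses: Single compound dose of 20 µM, 1% DMSO final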
Scp1 inh = Scp-1 (human) phosphatase inhibition. Q9GZU7. Recombinant Scp1, phosphopeptide, malachite green phosphate absorbance. inhibition, % at 20 µM. 0.88% of 340,000 active. AID 493091;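 active means inhibition above about 50% at 20 µM, limit read from the data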;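 further: plate controls were DMSO wells with enzyme for no effect and wells lacking enzyme for full effect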
Target sequence (Q9GZU7 76-261 limits assumed): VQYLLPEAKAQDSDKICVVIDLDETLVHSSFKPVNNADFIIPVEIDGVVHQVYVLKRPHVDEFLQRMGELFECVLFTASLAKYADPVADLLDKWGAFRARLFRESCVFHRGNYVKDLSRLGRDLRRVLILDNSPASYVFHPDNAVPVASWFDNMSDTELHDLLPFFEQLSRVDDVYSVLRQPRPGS
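Incubation: 45 min enzyme reaction at room temperature / System: truncated SCP-1 phosphatase (76-261aa) / Reagent: Phospho 17-mer peptide substrate / Buffer or medium: Acidic Tris acetate buffer with magnesium and detergent / Signal: absorbance at 630 nm / Doses: one concentration, 20 µM, with 1.0% DMSO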
TbMetRS inhib = blocks T. brucei methionyl-tRNA synthetase activity. AID 624268. inhibition, % at 11.9 µM. purified T. brucei MetRS, ATP depletion, Kinase-Glo luminescence. 0.4% of 360,000 active;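 active means inhibition above a per-plate cutoff of the control wells' mean inhibition plus 3 SD, cut at about 5.5% in these data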;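 further: 0% = DMSO wells median and 100% = median of wells with control inhibitor compound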
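Material: parasite MetRS enzyme / Replication: singlicate, one well per compound / Signal: luminescence of leftover ATP / Schedule: 2 h aminoacylation at 25 °C after 15 min preincubation / Medium: HEPES-MgCl2-KCl buffer plus DTT, spermine, BSA, pyrophosphatase / Doses: 11.9 µM single point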
CSN deneddyl inh = blocks human CSN-mediated cullin deneddylation; Q92905; Purified CSN, SCF-Nedd8-OG deneddylation, fluorescence polarization; inhibition, % at 12.5 µM; 0.38% of 360,000 active;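 active means pattern-corrected inhibition above about 35%, with an unprinted fluorescence ratio check between 0.5 and 1.5, limit read from the data, passing the limit was not always enough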;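 further: 0% = enzyme with substrate and 100% = substrate without enzyme; some results filed as inactive read as strong as hits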
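Test system: purified human Csn5 enzyme expressed in HEK293T cells. Amount: 0.24 nM enzyme. Reagent: SCFSkp2-Nedd8OG substrate at 10 nM final. Schedule: 90 min incubation of compound, enzyme and substrate at room temperature. Detection: fluorescence polarization. Read-out: % inhibition of substrate cleavage by Csn5.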
MsrA inh = inhibits bovine methionine sulfoxide reductase A. purified bovine MsrA, absorbance read-out. inhibition, % at 15.5 µM. 0.75% of 360,000 active. AID 651718; in the data active means inhibition above about 4.5%;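 further: 0% = vehicle wells with enzyme and 100% = reference inhibitor wells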
The depositor's hits bear a star; i = inactive; + = active, no number.

#1 CCOc1cc2c(cc1OCC)C(c1ccc(O)c(OC)c1)NCC2 (stereo not drawn)
#2 COc1ccc(Nc2nc(-c3sc(C)nc3C)cs2)c(OC)c1
#3 COc1ccc2c(C)nc(Nc3nc(-c4ccccc4)cc(=O)[nH]3)nc2c1
#4 CCc1ccc(/C=C2/Sc3ccccc3N(CC(=O)NCC3CCCO3)C2=O)cc1 (stereo not drawn)
#5 O=C(CNC(=O)c1ccco1)NCC(=O)OCc1ccccc1Br
#6 COc1ccc(CCN2C(=O)C(Oc3ccccc3C)C2c2ccc3c(c2)OCO3)cc1OC (stereo not drawn)
#7 Cc1cccc(C(=O)OCC(=O)NN2C(=O)NC3(CCC(C)CC3)C2=O)c1O (stereo not drawn)
#8 Cc1nc(CCNC(=O)CC2C(=O)NCCN2Cc2ccccc2)nc2c1CCC2 (stereo not drawn)

Screen / compound no.,1,2,3,4,5,6,7,8
LMPTP block,-0.8,1.4,3.1,0.7,0.5,2.7,0.1,-0.4
NadD block,-5.1,-7.4,2.9,-2.7,-6.3,-13.4,-2.1,-5.1
SUMO1 PPI mod,-0.8,-8.5,16.8,-17.7,6.3,-1.3,-1.9,-0.9
MsrA inh,-0.5,0.6,0.8,1.3,0.3,0.5,-0.8,-0.5
STEP block,-2.7,0.1,0.3,1.7,-0.4,-2.0,-0.2,-1.6
Rpn11 inh,i,i,+,i,i,i,i,i
CSN deneddyl inh,-2.4,-1.0,24.2,0.6,2.5,7.0,-2.9,-1.4
Scp1 inh,4.1,-9.6,5.8,-3.4,2.9,-6.4,-7.6,2.3
TbMetRS inhib,-0.8,-0.7,0.8,0.4,-0.1,-0.9,-0.3,-0.1
DNMT1 inh,1.6,-10.8,4.6,-4.8,1.8,-7.4,2.0,0.0

Structures listed so far that contain a carbonyl joined to an NH by a bond outside any ring (four):
#4 CCc1ccc(/C=C2/Sc3ccccc3N(CC(=O)NCC3CCCO3)C2=O)cc1 (stereo not drawn)
#5 O=C(CNC(=O)c1ccco1)NCC(=O)OCc1ccccc1Br
#7 Cc1cccc(C(=O)OCC(=O)NN2C(=O)NC3(CCC(C)CC3)C2=O)c1O (stereo not drawn)
#8 Cc1nc(CCNC(=O)CC2C(=O)NCCN2Cc2ccccc2)nc2c1CCC2 (stereo not drawn)

Screen / compound no.,4,5,7,8
LMPTP block,0.7,0.5,0.1,-0.4
NadD block,-2.7,-6.3,-2.1,-5.1
SUMO1 PPI mod,-17.7,6.3,-1.9,-0.9
MsrA inh,1.3,0.3,-0.8,-0.5
STEP block,1.7,-0.4,-0.2,-1.6
Rpn11 inh,i,i,i,i
CSN deneddyl inh,0.6,2.5,-2.9,-1.4
Scp1 inh,-3.4,2.9,-7.6,2.3
TbMetRS inhib,0.4,-0.1,-0.3,-0.1
DNMT1 inh,-4.8,1.8,2.0,0.0

Exported field by field: 3 of the compounds above
2: COc1ccc(Nc2nc(-c3sc(C)nc3C)cs2)c(OC)c1
  LMPTP block: 1.4
  NadD block: -7.4
  SUMO1 PPI mod: -8.5
  MsrA inh: 0.6
  STEP block: 0.1
  Rpn11 inh: i
  CSN deneddyl inh: -1.0
  Scp1 inh: -9.6
  TbMetRS inhib: -0.7
  DNMT1 inh: -10.8

3: COc1ccc2c(C)nc(Nc3nc(-c4ccccc4)cc(=O)[nH]3)nc2c1
  LMPTP block: 3.1
  NadD block: 2.9
  SUMO1 PPI mod: 16.8
  MsrA inh: 0.8
  STEP block: 0.3
  Rpn11 inh: +
  CSN deneddyl inh: 24.2
  Scp1 inh: 5.8
  TbMetRS inhib: 0.8
  DNMT1 inh: 4.6

4: CCc1ccc(/C=C2/Sc3ccccc3N(CC(=O)NCC3CCCO3)C2=O)cc1 (stereo not drawn)
  LMPTP block: 0.7
  NadD block: -2.7
  SUMO1 PPI mod: -17.7
  MsrA inh: 1.3
  STEP block: 1.7
  Rpn11 inh: i
  CSN deneddyl inh: 0.6
  Scp1 inh: -3.4
  TbMetRS inhib: 0.4
  DNMT1 inh: -4.8

Following part.
#9 O=C(Nc1cccc(C(F)(F)F)c1)c1cccnn1
#10 CC(C)CCNC(=O)C(=O)NCc1ccccc1
#11 Cc1ccc(-n2[nH]c(C)c(C=NCc3ccncc3)c2=O)cc1
#12 CCOC(=O)C1CCN(C(=O)C2CCCCC2)CC1
#13 Fc1ccc(N2C(=S)SC(=Nc3ccccc3)C2=Nc2ccccc2)cc1
#14 CCN1C(=O)CC(C(=O)Nc2ccc(F)cc2)SC1=Nc1cccc(OC)c1 (stereo not drawn)
#15 COC(=O)c1cc(S(=O)(=O)NCC2CCN(Cc3ccc(F)cc3)CC2)c[nH]1
#16 Cn1c(-c2ccccc2)c(C(=O)CC#N)c2ccccc21

Screen / compound no.,9,10,11,12,13,14,15,16
LMPTP block,-0.2,-0.9,-0.4,-2.9,2.0,0.2,-2.9,1.5
NadD block,0.7,-2.1,-3.0,-2.2,4.5,-4.1,-7.2,-2.3
SUMO1 PPI mod,26.4,8.6,-3.0,-3.7,-4.5,1.1,-3.8,0.4
MsrA inh,1.4,-1.0,0.2,0.3,-0.1,-0.8,-1.7,0.9
STEP block,-1.4,-0.8,1.0,-1.4,6.3,1.3,-3.9,0.0
Rpn11 inh,i,i,i,i,i,i,i,i
CSN deneddyl inh,2.1,0.7,3.5,-4.8,-1.5,3.6,2.9,13.5
Scp1 inh,0.9,-10.9,-10.4,-5.5,-4.7,1.8,-1.4,-3.5
TbMetRS inhib,-1.0,-0.1,-2.3,0.2,-0.1,2.6,-0.9,-0.3
DNMT1 inh,-0.1,-1.9,-4.8,1.0,-13.3,-2.1,1.1,-2.8

#17 CN1CCN(c2cc(=O)n(C3CCCCC3)c(=O)[nH]2)CC1
#18 COc1ccc(N(C)C(=O)C2CCN(S(=O)(=O)c3cccc4nsnc34)CC2)cc1
#19 CCOc1ccc(NS(=O)(=O)c2ccc3[nH]c(=O)cc(C(=O)O)c3c2)cc1
#20 Cc1ccc(SCc2cc(=O)n3[nH]cnc3n2)cc1
#21 CC(=O)c1cccc(NC(=O)Nc2ccc3c(c2)N(C)C(=O)CS3)c1
#22 Nc1c(-c2ccccc2)c(CSc2nc3ccccc3[nH]2)nn1-c1ccc(Cl)cc1
#23 C=C(C)c1cccc(C(C)(C)NC(=O)N2CCN(c3ccccc3)CC2)c1
#24 COc1cccc(C(=O)/C=C/Nc2ccc(S(=O)(=O)Nc3cccc(C(C)=O)c3)cc2)c1
#25 CCOC(=O)C1CCCN(Cc2nc(N)nc(Nc3ccc(Cl)cc3)n2)C1 (stereo not drawn)

Screen / compound no.,17,18,19,20,21,22,23,24,25
LMPTP block,-0.5,0.0,-1.5,-1.1,1.9,6.7,0.8,4.0,-1.1
NadD block,-2.5,0.0,1.9,-2.2,-6.4,7.5,-6.5,7.5,6.8
SUMO1 PPI mod,0.5,-27.0,2.7,13.1,4.3,-2.3,-0.1,-3.4,5.3
MsrA inh,1.8,1.1,2.7,0.2,0.7,1.5,-1.2,1.0,-0.9
STEP block,-4.1,-2.3,3.7,-1.6,-1.8,0.1,-1.9,1.3,-0.1
Rpn11 inh,i,i,i,i,i,i,i,i,i
CSN deneddyl inh,-4.4,1.5,7.0,-0.6,3.6,-1.9,2.9,-2.9,1.9
Scp1 inh,1.5,2.7,4.1,14.1,-4.0,-7.1,-7.8,-10.4,-4.1
TbMetRS inhib,-0.4,0.1,-0.3,-0.9,-0.3,0.1,-0.1,-0.4,-0.5
DNMT1 inh,4.6,-1.4,4.8,2.9,-19.6,-2.7,4.0,-12.8,-14.2

High-throughput results: PubChem BioAssay, several laboratories
